Screens (PubChem)
Dengue-2 NS5 capping = Dengue-2 NS5 methyltransferase inhibitors, primary screen, biochemical, confirmation dose response (AID 588689) | 0.3% of 340,000 active | Dengue-2 NS5 methyltransferase capping enzyme assay, biochemical; higher % means a stronger effect | inhibition, % at 25 µM, or IC50 in µM where a hit was titrated; in the data active means a potency from the dose series; inconclusive means inhibition above about 29% without an active follow-up result
NTR1 agonist = NTR1-driven beta-arrestin-GFP spot formation – imaging, U2OS cells, high content, primary screen (AID 493036); 0.17% of 330,000 active; activation, % at 20 µM; agonist mode;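 active means activation at or above 40% of the spot to cytoplasm intensity ratio, with at least 20 cells analyzed; inconclusive means wells under 20 cells, flagged as cytotoxic or low count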;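 further: 0% = DMSO without peptide and 100% = 100 nM NTR1 peptide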
Target sequence (P30989 whole entry, looked up): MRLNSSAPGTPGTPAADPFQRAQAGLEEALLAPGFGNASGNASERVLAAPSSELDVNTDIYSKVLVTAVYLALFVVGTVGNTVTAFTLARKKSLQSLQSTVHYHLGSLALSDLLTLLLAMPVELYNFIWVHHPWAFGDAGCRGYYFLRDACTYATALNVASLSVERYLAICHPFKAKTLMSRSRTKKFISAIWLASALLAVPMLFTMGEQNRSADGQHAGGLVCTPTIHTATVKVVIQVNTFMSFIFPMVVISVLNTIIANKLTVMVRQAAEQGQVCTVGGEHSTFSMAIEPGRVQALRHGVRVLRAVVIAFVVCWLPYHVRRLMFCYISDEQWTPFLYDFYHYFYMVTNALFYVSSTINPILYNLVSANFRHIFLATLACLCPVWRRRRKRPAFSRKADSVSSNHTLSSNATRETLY
K1F lysis inhibition = protection from phage-mediated lysis, alamar blue read-out – E. coli UTI89, K1F phage, bacterial capsule biogenesis inhibitors (AID 488966). E. coli UTI89 K1F phage lysis, alamar blue, 2 h; higher % means a stronger effect. inhibition, % at 100 µM; hits with a dose series show IC50 in µM. 0.02% of 340,000 active;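 active means phage lysis inhibition, versus mean bacterial control, above a set limit; inconclusive means no clear call, values can overlap the other calls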;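 further: capsule biogenesis inhibitors block K1F phage lysis so surviving cells raise fluorescence; higher fluorescence means more inhibition of phage lysis; actives were called in the ten point dose series up to 300 µM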
West Nile antiviral = inhibition of WNV-induced cytopathic effect – cell-based, CPE readout (AID 1621); West Nile virus-infected cells, CPE inhibition; higher % means a stronger effect; one-dose CPE inhibition, % at 10 µM; IC50 in µM for titrated hits; 0.02% of 290,000 active; in the data active means a potency from the dose series; inconclusive means CPE inhibition mostly from about 3.7% at the one dose, without a potency; inactive means the rest, 99 in 100 with CPE inhibition below about 2.2%; further: strong numbers were not always called active
Large T inhibition = TAg ATPase/helicase activity blockers – biochemical (AID 1903); 0.39% of 310,000 active; inhibition, % at 20 µM; hits with a dose series show IC50 in µM; SV40 large T antigen ATPase/helicase inhibition assay; higher % means a stronger effect; in the data active means a potency from the dose series; inconclusive means inhibition mostly from about 32% at the one dose, without a potency; inactive means the rest, 99 in 100 with inhibition below about 32%; further: strong numbers were not always called active
Rac1 GTP hydrolysis = MgcRacGAP GTPase-activating activity inhibitors, confirmation, biochemical, ADP Hunter fluorescence | MgcRacGAP-stimulated Rac1 GTP hydrolysis, ADP Hunter fluorescence; higher % means a stronger effect; GST-tagged Rac1 F28L mutant substrate | inhibition, % at 30 µM; hits with a dose series show IC50 in µM | 0.6% of 340,000 active;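 active means first-screen hits whose inhibition reached a set limit at any dose in the follow-up dose series; inconclusive means inhibition above the set first-screen limit but never retested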;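 further: fluorescence reports GDP produced by GAP-driven GTP hydrolysis; strong numbers were not always called active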
AID2073 = inhibitors of Mint1-CaV2.2 protein interaction, biochemical, HTRF (AID 2073); HTRF protein-protein interaction, Mint1-CaV2.2; higher % means a stronger effect; one-dose inhibition, % at 20 µM; IC50 in µM for titrated hits; 0.19% of 290,000 active; in the data active means inhibition mostly above about 51%, no sharp cut-off; inconclusive means no clear call, values can overlap the other calls; inactive means mostly below about 53%; further: some results filed as inactive read as strong as hits
SIAH1 antagonists = blockers of Siah-1 interaction with plectin peptide – biochemical, fluorescence polarization, rhodamine-plectin, uHTS, primary screen (AID 1817); Siah-1 / rhodamine-plectin peptide fluorescence polarization; higher % means a stronger effect; displacement, % at 20 µM; hits with a dose series show IC50 in µM; 0.02% of 290,000 active;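 active means displacement of at least 50% at 20 µM, with a fluorescence ratio check between 0.3 and a set limit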;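 further: plate controls were Siah plus tracer with DMSO for no effect and tracer alone without Siah for full effect; strong numbers were not always called active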
RSV CPE inhibition = RSV antiviral activity via CPE protection, HEp-2 cells, primary 10 µM value included (AID 2391). HEp-2 cells, RSV-induced CPE inhibition; higher % means a stronger effect. one-dose CPE inhibition, % at 10 µM; IC50 in µM for titrated hits. 0.13% of 310,000 active; in the data active means a potency from the dose series; inconclusive means CPE inhibition mostly from about 23% at the one dose, without a potency; inactive means the rest, 99 in 100 with CPE inhibition below about 21%; further: strong numbers were not always called active
NTR1 agonist cell count 20 µM = recorded beside NTR1 agonist, whose call it bears; cell count; measured here: cell count, cytotoxicity flag
Dengue-2 NS5 capping pilot replicate = also measured in Dengue-2 NS5 capping; calls as there; inhibition, %; measured here: pilot screen replicate inhibition
Numbers without * were called inactive; i = inactive; ? = inconclusive; / = not tested or not shown; [ ] = another dose, or the depositor's remark.

SMILES | Dengue-2 NS5 capping | NTR1 agonist | NTR1 agonist cell count 20 µM | K1F lysis inhibition | West Nile antiviral | Large T inhibition | Rac1 GTP hydrolysis | AID2073 | SIAH1 antagonists | RSV CPE inhibition | others
COc1ccc(N2CCN(C(=O)c3oc4c(c3C)C(=O)CCC4)CC2)cc1 | 6% | 2.1 | 33 | -0.1% | -0.8% | 17% | 12% | 3% | -1% | 1.4%
Cc1oc(-c2ccccc2F)nc1CS(=O)(=O)CC(=O)NCc1ccccc1Cl | -7% | -3.2 | 60 | 6.1% | -0.2% | 6% | 0% | -1% | -5% | 1.1%
CC(C)(c1ccc(O)cc1)c1ccc(O)cc1 | -4% | 0.8 | 78 | 0.4% | -0.8% | -20% | 22% | 9% | 0% | 14%
COc1nc(NC23CC4CC(CC(C4)C2)C3)nc(OC)n1 | -5% | 1.3 | 71 | 0.2% | 1.3% | 24% | 7% | -4% | 6% | 2.2%
COc1ccc(S(=O)(=O)N2CCC(C(=O)NCCC(=O)Nc3nccs3)CC2)cc1 | -1% | -0.2 | 56 | 0.2% | 0.3% | 6% | 9% | -4% | 4% | 0.2%
O=C(NC(=O)c1ccc(C(F)(F)F)cc1)Nc1ccc(-c2cnco2)cc1 | 1% | -0.6 | 62 | 0.1% | 0.1% | 1% | 7% | 34% | 19% | 1.9%
CCc1cccc(NC(=O)CCc2nc3sc4c(c3c(=O)[nH]2)CCCC4)c1 | -9% | 5.5 | 47 | 1.0%[50 µM] | / | 21% | -1% | / | / | 4.3%
CCOc1ccc(CSC(=N)N)cc1[N+](=O)[O-] | 3% | -0.4 | 41 | 1.3% | / | 5% | 6% | -4% | -4% | 3.5%
COC(=O)c1ccc(Cn2nnc3c(=O)[nH]c(C4CCN(S(=O)(=O)c5cc(C)ccc5C)CC4)nc32)cc1 | -11% | 9.7 | 65 | 0.2% | -0.5% | 11% | 10% | 15% | -2% | 3.4%
CC(Cc1cccs1)NC(=O)Nc1cccc(Cl)c1 (stereo unspecified) | -6% | -2.0 | 92 | 0.7% | / | 6% | -5% | 9% | -5% | 15%
Cc1cc(NC(=O)C2Oc3ccccc3OC2C)no1 (stereo unspecified) | -5% | 0.4 | 83 | 0.0% | -0.1% | 17% | 9% | 6% | 2% | 3.6%
CCN(CC)C(=O)CN(C#N)c1nc(NC(C)C)nc(NC(C)C)n1 | -8% | -1.7 | 94 | 0.0% | -0.2% | 2% | 10% | 2% | 3% | 1.0%
NNC(=O)c1c[nH]c2ccc(OCc3ccccc3)cc12 | 9% | 2.0 | 45 | 0.2% | / | 30% | 11% | / | / | 1.0%
Cc1ccc(Nc2nc(-c3ccc(S(=O)(=O)N4CCOCC4)cc3)cs2)cc1Cl | -9% | 10 | 47 | 1.7% | 0.3% | 11% | 3% | -2% | 8% | 53%
CC(C)CN(C(=O)CN(C)C(=O)Cc1ccc(Cl)cc1)c1c(N)n(CC(C)C)c(=O)[nH]c1=O | 5% | 2.1 | 57 | -0.3%[50 µM] | / | 14% | 8% | / | / | -2.0%
COc1ccc(NC(=O)c2cc(=O)[nH]c3ccccc23)cc1 | -3% | -0.8 | 97 | -0.1% | -0.3% | 2% | 5% | 29% | -2% | 5.7%
CCN(c1cccc(C)c1)S(=O)(=O)c1ccc2c(c1)NC(=O)CS2 | -6% | 2.5 | 65 | -0.1% | 0.0% | 6% | 4% | 10% | -5% | 14%
CCOC(=O)CCCN1CC(O)=C(c2nc(-c3ccc(Cl)cc3)cs2)C1=N | 2% | 0.7 | 54 | 0.2% | -0.5% | 19% | 11% | 49% | 9% | 0.1%
Cc1sc(NC(=O)CCl)c(C(=O)c2ccccc2)c1C | -9% | 15 | 80 | -0.3% | -1.9% | 6% | 14% | -19% | -1% | 11% | Dengue-2 NS5 capping pilot replicate=0.3
Cc1cc(O)c(C(=O)/C=C/c2ccc(Cl)cc2)c(=O)o1 | -12% | 0.8 | 101 | 0.2% | ? | 17% | / | 31% | -1% | 11%
N#CCCn1cc(C(CC(=O)c2ccc(Br)cc2)C(=O)O)c2ccccc21 (stereo unspecified) | 0% | 0.6 | 54 | -4.1% | -0.7% | 4% | 3% | 5% | 3% | 2.1%
CC(=O)c1cccc(NC(=O)CCCOc2ccc(C)cc2)c1 | 10% | 0.3 | 61 | 4.5% | -0.4% | 4% | 16% | -6% | 1% | 6.2%
O=C(COC(=O)c1cc(-c2cccnc2)nc2ccccc12)Nc1ccc(F)cc1F | -18% | 3.9 | 85 | -0.2% | -0.5% | 2% | 0% | 25% | 3% | 1.7%
COc1ccc(-c2cc(C(=O)N3CCN(c4ncccn4)CC3)c3ccccc3n2)cc1 | -10% | 0.1 | 65 | -0.4%[50 µM] | / | / | 2% | / | / | 1.1%
Cc1cccc(Oc2c(C=O)c3ccccc3n2C)c1 | -5% | 1.5 | 43 | -0.4% | -0.3% | 10% | 8% | 6% | 3% | -1.5%

Remaining list, next part.
SMILES | Dengue-2 NS5 capping | NTR1 agonist | NTR1 agonist cell count 20 µM | K1F lysis inhibition | West Nile antiviral | Large T inhibition | Rac1 GTP hydrolysis | AID2073 | SIAH1 antagonists | RSV CPE inhibition | others
COc1cccc(NC(=O)CSc2nn3c(=O)c(C)nnc3s2)c1 | 5% | -0.1 | 52 | -1.0%[50 µM] | -0.5% | 8% | 4% | 24% | 3% | 1.0%
CCOc1cc(-c2cc(-c3ccc(C)cc3)nc(N)c2C#N)ccc1O | -12% | 11 | 100 | 0.1% | 2.6% | 8% | 16% | 31% | 4% | 3.2%
COc1ccc(OC)c(NC(=O)C2CCCCC2C(=O)O)c1 (stereo unspecified) | -1% | -1.2 | 49 | 0.7% | -0.3% | 8% | 7% | -12% | 0% | -0.6%
Cc1ccc(NS(=O)(=O)c2ccc(OCC(=O)NCc3ccco3)cc2)cc1 | -6% | 0.0 | 67 | 0.0% | 0.2% | 5% | 6% | 5% | 2% | 0.7%
O=C(Cc1ccccc1[N+](=O)[O-])OCC(=O)N1CCN(c2ccccc2)CC1 | 3% | 0.2 | 72 | 1.2%[50 µM] | / | 12% | 3% | / | / | -0.7%
CC1CN2C(c3ccc(Cl)cc3)=CSC2=N1 (stereo unspecified) | -4% | -0.2 | 78 | 0.1% | 0.0% | 19% | 13% | -27% | 2% | -1.0% | Dengue-2 NS5 capping pilot replicate=-5.8
CCOC(=O)C1CCCN(C(=O)c2cc3cc(Br)ccc3oc2=O)C1 (stereo unspecified) | 2% | 1.5 | 63 | 0.1% | -0.5% | 1% | 3% | 14% | -5% | 1.5%
COCC(=O)NNC(=O)c1ccccc1OC | -4% | 1.8 | 78 | 0.5% | -0.6% | 3% | 2% | -4% | -2% | 3.8%
Cc1cc(=O)oc2c1c(C)nn2-c1nn[nH]n1 | 0% | 0.2 | 74 | 0.0% | 0.8% | 28% | 7% | -8% | -1% | 1.3%
COc1ccc(CCN2CC(C(=O)NCc3cccc4[nH]ccc34)CCC2=O)cc1 (stereo unspecified) | -3% | 0.8 | 59 | -0.1% | -0.1% | 4% | 7% | 0% | 0% | -0.6%
Cc1ccc(NC(=O)c2cc(S(=O)(=O)N3CCOCC3)cn2C)c(C)c1 | 0% | 2.0 | 77 | 4.3% | -0.9% | 10% | 4% | -1% | 4% | 1.3%
CN1C(=O)C(C)(C)c2cc(S(=O)(=O)NCC3CCC(C(=O)NCc4ccc(F)cc4)CC3)ccc21 (stereo unspecified) | -2% | -0.3 | 64 | 3.0% | -0.5% | 16% | 6% | 4% | 3% | 12%
O=C(C1=NN[C@@H]2C(=O)N(c3cccc(C(F)(F)F)c3)C(=O)[C@H]12)C(c1ccccc1)c1ccccc1 | -1% | -0.3 | 43 | 2.6% | 0.0% | 0% | 3% | 13% | 0% | 9.0%
CCCCN(C(=O)Nc1ccccc1)C1CCS(=O)(=O)C1 (stereo unspecified) | 0% | 0.0 | 42 | 0.8%[50 µM] | / | / | 1% | / | / | 0.2%
Cc1ccc(C(=O)NNC(=O)C2CSC3(C)CCC(=O)N23)cc1 (stereo unspecified) | 5% | 1.2 | 43 | 0.9%[50 µM] | / | 11% | 3% | / | / | -0.9%
Cc1cc2cc(C(=O)N3CCc4c([nH]c5ccccc45)C3c3ccccn3)ccc2o1 (stereo unspecified) | 12% | 5.4 | 62 | 0.4% | -0.5% | 1% | 12% | 11% | 1% | 15%
C=CCNc1nc2c(c(=O)[nH]c(=O)n2C)n1Cc1cccc(C)c1 | -6% | / | / | i | 0.4% | 6% | 3% | 9% | 1% | /
Cc1ccc(S(=O)(=O)CCC(=O)OCC(=O)N2CC(=O)Nc3ccccc32)cc1 | -1% | 5.5 | 91 | -0.4% | -0.2% | -2% | 0% | -1% | -5% | -0.2% | Dengue-2 NS5 capping pilot replicate=-0.6
CCOc1ccc(OCC)c(NC(=O)C2CCCN(c3nc(C)cc(C)n3)C2)c1 (stereo unspecified) | 6% | 5.9 | 69 | -1.0% | 0.9% | -2% | 10% | -12% | 4% | 4.4%
Cc1ccc(-c2ccc(S(=O)(=O)Nc3cccnc3)cc2)cc1 | -7% | 1.7 | 56 | 1.9% | -1.4% | 12% | 4% | 12% | -2% | -0.4%
CCOc1ccc(Nc2nc(Cc3nnc(SCC(=O)c4ccc(C)cc4)o3)cs2)cc1 | 1% | 2.4 | 56 | 3.5% | -0.8% | -6% | 4% | 22% | -2% | 7.8%
COc1cccc(-c2nnc(NC(=O)c3cccc(F)c3)o2)c1 | 1% | 0.9 | 54 | -1.1% | 0.2% | / | 5% | 4% | 13% | 2.0%
CCO[C@@H]1OC(C(=O)N2CCN(Cc3ccc4c(c3)OCO4)CC2)=C[C@H](c2ccc(Br)cc2)[C@H]1CCCO | -4% | 0.1 | 83 | -0.9% | -0.2% | 5% | 6% | -2% | 18% | -3.0%
C[C@@H]1C=C(C(=O)NCc2nc3ccccc3[nH]2)O[C@H](OCCCCO)C1 | 2% | -0.5 | 89 | -1.9% | -0.1% | 3% | 5% | / | / | -1.3%
Cc1cc(C)nc(Nc2n[nH]c(COc3ccc4ccccc4c3)n2)n1 | -1% | 8.0 | 45 | 2.1% | -0.3% | 9% | -2% | -3% | 4% | 4.2%
c1ccc(C[C@H]2CN=C(Nc3ccccc3)N2CCCC2CCCC2)cc1 | 2% | 9.9 | 82 | 2.1% | -1.9% | 4% | 7% | -9% | -2% | -1.7%
Cc1ccc(OCCn2c(=S)[nH]c3c(N)ncnc32)cc1 | -4% | -0.1 | 49 | 4.6% | -0.7% | ? | ? | -16% | 0% | 12%
O=C(O)c1cccc(N2C(=O)c3cccc4c(Cl)ccc(c34)C2=O)c1 | -4% | 2.7 | 30 | -0.7% | 0.2% | 12% | 9% | 24% | -1% | -1.4%
